Mcl-1 Bim block: inhibitors of Bim peptide binding to Mcl-1, primary screen, biochemical, bead-based flow cytometry, multiplex; inhibition, % at 10 µM; Bim peptide-Mcl-1 binding; AID 1009, 2008; Induced myeloid leukemia cell differentiation protein Mcl-1 (Homo sapiens), Q07820; hit rate 0.1% among 190,000;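 note: 0% = no compound tracer wells and 100% = peptide blocker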
RGS8-Gao reg: RGS8-Galphao binding modulators, primary screen, biochemical, multiplexed bead flow cytometry; actives lie on both sides; Guanine nucleotide-binding protein G(o) subunit alpha (Homo sapiens), P09471; response (percent of control binding), % at 10 µM; hit rate 0.34% among 220,000; in the data active = response below about 60% or above about 140%; inactive = in between;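 note: Galphao activated as the GDP aluminium fluoride complex binding bead-coupled RGS8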
Target sequence (P09471 whole entry, looked up): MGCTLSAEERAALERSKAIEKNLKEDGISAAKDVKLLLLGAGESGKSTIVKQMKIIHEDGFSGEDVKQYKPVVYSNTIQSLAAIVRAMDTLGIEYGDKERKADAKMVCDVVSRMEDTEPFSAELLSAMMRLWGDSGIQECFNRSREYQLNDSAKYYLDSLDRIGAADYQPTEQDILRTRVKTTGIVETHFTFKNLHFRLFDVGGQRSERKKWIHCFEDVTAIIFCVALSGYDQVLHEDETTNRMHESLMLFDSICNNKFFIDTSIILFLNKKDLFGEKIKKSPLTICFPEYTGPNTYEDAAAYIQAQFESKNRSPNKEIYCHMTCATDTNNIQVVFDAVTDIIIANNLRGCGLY
GSH bead fluor: compound fluorescence on glutathione beads, profiling panel, artefact control, biophysical, 488/530 nm, flow cytometry | hit rate 0.25% among 190,000 | AID 1776, 2009 | fluorescence (KMESF) at 10 µM | GSH beads flow cytometry, compound fluorescence 488/530 nm; hits give high values; in the data active = fluorescence above about 89;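 note: glutathione beads carrying GST-tagged Bcl family fusion proteins plus one bare bead set; values are compound well signal with DMSO vehicle wells as background; inactives centre near 16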
RGS4-Gao reg: modulators of RGS4 binding to Galphao, primary screen, biochemical, multiplexed bead flow cytometry; Guanine nucleotide-binding protein G(o) subunit alpha (Homo sapiens), P09471; actives lie on both sides; binding response (% of control), % at 10 µM; hit rate 0.33% among 220,000; AID 1415, 2008; in the data active = binding response below about 49% or above about 150%; inactive = in between;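 note: fluorescent Galphao activated with aluminum fluoride binding bead-coupled RGS4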
RGS7-Gao: RGS7-Galphao binding modulators, primary screen, biochemical, multiplexed bead flow cytometry; AID 1439, 2008; binding response (% of control), % at 10 µM; hit rate 0.35% among 220,000; actives lie on both sides; in the data active = binding response below about 49% or above about 150%;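 note: fluorescent Galphao held in activated GDP-AlF4 state binding bead-coupled RGS7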
Bim-Bcl-XL: inhibitors of Bim-Bcl-XL binding, primary screen, biochemical, multiplexed, bead flow cytometry, human Bcl-XL; hit rate 0.04% among 190,000; Bim peptide-Bcl-XL binding, fluorescence; inhibition, % at 10 µM; AID 1007, 2008; Bcl-2-like protein 1 (Homo sapiens), Q07817
Bim-Bcl-B: inhibitors of Bim-Bcl-B binding, primary screen, biochemical, multiplexed, human Bcl-2 family; hit rate 0.073% among 190,000; inhibition, % at 10 µM; bead-based flow cytometry, Bim peptide-Bcl-B binding; Bcl-2-like protein 10 (Homo sapiens), Q9HD36;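 note: 0% = tracer peptide without compound and 100% = reference inhibitor peptide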
Bim-Bcl-W: inhibitors of Bim binding to Bcl-W, primary screen, biochemical, multiplexed, bead-based flow cytometry; hit rate 0.02% among 190,000; inhibition, % at 10 µM; Bim peptide-Bcl-W binding; Bcl-2-like protein 2 (Homo sapiens), Q92843;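 note: 0% = bound tracer without compound and 100% = peptide blocker; higher means less fluorescent Bim peptide bound to Bcl-W beads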
Target sequence (Q92843 whole entry, looked up): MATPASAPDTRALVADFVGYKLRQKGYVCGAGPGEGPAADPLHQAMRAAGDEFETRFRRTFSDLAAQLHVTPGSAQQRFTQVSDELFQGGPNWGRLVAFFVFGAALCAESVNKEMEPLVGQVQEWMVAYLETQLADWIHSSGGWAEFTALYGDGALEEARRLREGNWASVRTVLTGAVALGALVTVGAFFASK
Mcl1 Bid PPI: Mcl-1/Bid binding inhibitors, primary screen, biochemical, TR-FRET, 1536-well. Induced myeloid leukemia cell differentiation protein Mcl-1 (Homo sapiens), Q07820. TR-FRET Mcl-1/Bid-Dy647 peptide binding. inhibition, % at 21.7 µM. hit rate 0.97% among 220,000. AID 1021, 2008;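 active = compounds that cut the binding signal by more than half at the single screening dose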;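 note: His-tagged Mcl-1 with europium anti-His antibody binding Bid BH3 peptide; 0% = Mcl-1 plus peptide wells and 100% = peptide-only wells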
Bfl-1 Bim block: inhibitors of Bim binding to Bfl-1, primary screen, biochemical, multiplexed, bead-based flow cytometry; Bim-Bfl-1 binding inhibition; inhibition, % at 10 µM; hit rate 0.12% among 190,000;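 note: 0% = wells without compound plus tracer and 100% = blocker peptide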
Bim-Bcl-2: inhibitors of Bim-Bcl-2 binding, primary screen, biochemical, multiplexed, human Bcl-2 family; inhibition, % at 10 µM; Bead-based flow cytometry, Bim peptide-Bcl-2 binding; AID 950, 2007; hit rate 0.06% among 190,000; Apoptosis regulator Bcl-2 (Homo sapiens), P10415; in the data active = inhibition above about 40%;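 note: 0% = no compound wells with probe peptide and 100% = reference peptide inhibitor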
The depositor's hits bear a star. Cut-off read from the data, not from the text of the source, unless noted: active = inhibition above about 40%. An unsorted share of the library. About 1.8% of those tested had a hit in this group.

What do the screens show for `CCOC(=O)Cc1c(C)c2ccc(N(CC)CC)cc2oc1=O`?
Mcl-1 Bim block: -3; RGS8-Gao reg: 101; GSH bead fluor: 13; RGS4-Gao reg: 103; RGS7-Gao: 102; Bim-Bcl-XL: -2; Bim-Bcl-B: -1; Bim-Bcl-W: -2; Mcl1 Bid PPI: -6; Bfl-1 Bim block: 0; Bim-Bcl-2: -2

What do the screens show for `CCOC(=O)NC(=O)CSc1ccccn1`?
Mcl-1 Bim block: -3; RGS8-Gao reg: 98; GSH bead fluor: 19; RGS4-Gao reg: 104; RGS7-Gao: 101; Bim-Bcl-XL: -1; Bim-Bcl-B: -8; Bim-Bcl-W: 0; Mcl1 Bid PPI: 0; Bfl-1 Bim block: -1; Bim-Bcl-2: -1

What do the screens show for `Cc1nc(-c2ccccc2)c(-c2ccccc2)[nH]1`?
Mcl-1 Bim block: -4; RGS8-Gao reg: 98; GSH bead fluor: 11; RGS4-Gao reg: 95; RGS7-Gao: 96; Bim-Bcl-XL: -6; Bim-Bcl-B: -3; Bim-Bcl-W: -3; Mcl1 Bid PPI: -11; Bfl-1 Bim block: -1; Bim-Bcl-2: -3

What do the screens show for `COc1ccccc1C(=O)N(CCN(C)C)c1nc2cc(C)cc(C)c2s1`?
Mcl-1 Bim block: -1; RGS8-Gao reg: 96; GSH bead fluor: 24; RGS4-Gao reg: 93; RGS7-Gao: 86; Bim-Bcl-XL: 1; Bim-Bcl-B: 0; Bim-Bcl-W: 3; Mcl1 Bid PPI: 1; Bfl-1 Bim block: 0; Bim-Bcl-2: 3

How did S=c1[nH]nc(-c2cccnc2)n1Cc1ccccc1 do in these assays?
Mcl-1 Bim block: -6; RGS8-Gao reg: 100; GSH bead fluor: 14; RGS4-Gao reg: 102; RGS7-Gao: 103; Bim-Bcl-XL: -8; Bim-Bcl-B: -20; Bim-Bcl-W: -4; Mcl1 Bid PPI: -15; Bfl-1 Bim block: 3; Bim-Bcl-2: -7

Results for CCN(CC)C(=O)C(=O)c1cccn1-c1ccc(C#N)cc1 ?
Mcl-1 Bim block: -1; RGS8-Gao reg: 103; GSH bead fluor: 18; RGS4-Gao reg: 100; RGS7-Gao: 101; Bim-Bcl-XL: -3; Bim-Bcl-B: -2; Bim-Bcl-W: 0; Mcl1 Bid PPI: -37; Bfl-1 Bim block: -3; Bim-Bcl-2: -6

What do the screens show for `CC12COC3(C(=O)NCCc4ccccc4)CC1CCC32C` (configuration not stated)?
Mcl-1 Bim block: -3; RGS8-Gao reg: 103; GSH bead fluor: 11; RGS4-Gao reg: 102; RGS7-Gao: 103; Bim-Bcl-XL: -4; Bim-Bcl-B: -3; Bim-Bcl-W: -2; Mcl1 Bid PPI: -12; Bfl-1 Bim block: -2; Bim-Bcl-2: -2

How did O=C(CSc1nc2c(sc3ccccc32)c(=O)n1CCO)NCc1ccco1 do in these assays?
Mcl-1 Bim block: 3; RGS8-Gao reg: 103; GSH bead fluor: 49; RGS4-Gao reg: 101; RGS7-Gao: 102; Bim-Bcl-XL: -1; Bim-Bcl-B: -4; Bim-Bcl-W: 2; Mcl1 Bid PPI: 44; Bfl-1 Bim block: 0; Bim-Bcl-2: -1

A draw from above in order of length of the SMILES, lowest first.
How did S=c1[nH]nc(-c2cccnc2)n1Cc1ccccc1 do in these assays?
Mcl-1 Bim block: -6; RGS8-Gao reg: 100; GSH bead fluor: 14; RGS4-Gao reg: 102; RGS7-Gao: 103; Bim-Bcl-XL: -8; Bim-Bcl-B: -20; Bim-Bcl-W: -4; Mcl1 Bid PPI: -15; Bfl-1 Bim block: 3; Bim-Bcl-2: -7

What do the screens show for `Cc1nc(-c2ccccc2)c(-c2ccccc2)[nH]1`?
Mcl-1 Bim block: -4; RGS8-Gao reg: 98; GSH bead fluor: 11; RGS4-Gao reg: 95; RGS7-Gao: 96; Bim-Bcl-XL: -6; Bim-Bcl-B: -3; Bim-Bcl-W: -3; Mcl1 Bid PPI: -11; Bfl-1 Bim block: -1; Bim-Bcl-2: -3

What do the screens show for `CC12COC3(C(=O)NCCc4ccccc4)CC1CCC32C` (configuration not stated)?
Mcl-1 Bim block: -3; RGS8-Gao reg: 103; GSH bead fluor: 11; RGS4-Gao reg: 102; RGS7-Gao: 103; Bim-Bcl-XL: -4; Bim-Bcl-B: -3; Bim-Bcl-W: -2; Mcl1 Bid PPI: -12; Bfl-1 Bim block: -2; Bim-Bcl-2: -2

What do the screens show for `CCOC(=O)Cc1c(C)c2ccc(N(CC)CC)cc2oc1=O`?
Mcl-1 Bim block: -3; RGS8-Gao reg: 101; GSH bead fluor: 13; RGS4-Gao reg: 103; RGS7-Gao: 102; Bim-Bcl-XL: -2; Bim-Bcl-B: -1; Bim-Bcl-W: -2; Mcl1 Bid PPI: -6; Bfl-1 Bim block: 0; Bim-Bcl-2: -2

What do the screens show for `COc1ccccc1C(=O)N(CCN(C)C)c1nc2cc(C)cc(C)c2s1`?
Mcl-1 Bim block: -1; RGS8-Gao reg: 96; GSH bead fluor: 24; RGS4-Gao reg: 93; RGS7-Gao: 86; Bim-Bcl-XL: 1; Bim-Bcl-B: 0; Bim-Bcl-W: 3; Mcl1 Bid PPI: 1; Bfl-1 Bim block: 0; Bim-Bcl-2: 3

Source: PubChem
